KLF5 inhibitor – suppresses KLF5 promoter-driven expression; AID 1700; actives 0.23% (n = 290,000); inhibition, % at 5 µM; DLD-1 KLF5 promoter-luciferase reporter, luminescence;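 active = inhibition above a per-plate limit of that plate's mean compound inhibition plus 3 SD, cut at about 60% in these data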;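 note: 0% = DMSO wells and 100% = LY294002 at 200 µM; higher means less KLF5 promoter-driven luciferase light; inactives centre near -14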
aSyn 5UTR inh – MLPCN primary screen, SNCA 5' untranslated region; alpha-synuclein 5'UTR reporter, inhibitor activity; inhibition, % (tested at 7.5 µM); actives 0.82% (n = 300,000); AID 1813; in the data active = inhibition above about 60%; inconclusive = no clear call, values can overlap the other calls;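 note: H4 neuroglioblastoma cells stably carrying SNCA 5'UTR luciferase fusion; 0% = DMSO wells and 100% = positive control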
AI-2 QS modul – modulators of Vibrio harveyi AI-2 quorum sensing system. Vibrio harveyi JMH597 AI-2 luminescence/OD600 ratio, 9 h; stronger effect = lower value; strain lacks LuxN and CqsS sensors; 0 = neutral-control median. actives 0.4% (n = 300,000). activity change, % at 7.5 µM; in the data active = activity change below about -75%, passing the limit was not always enough; inconclusive = no clear call, values can overlap the other calls;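 note: luminescence divided by OD600 gain over 9 h not by final OD600 alone; inactives centre near 13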
HSF-1 act – increases HSF-1 driven luciferase reporter signal; activation, % at 9 µM; actives 1.7% (n = 300,000); NIH3T3-HGL HSF-1 luciferase reporter, MG132, 8 h; 100% = twice DMSO control signal;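 active = mean replicate activation of at least 50% with a set share of replicates each reaching 50%; inconclusive = only one of those two conditions met; inactive = mean below 50% and too few replicates reaching it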;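 note: 0% = median of the neutral control wells and 100% = twice that signal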
PolyA inhibitor – blocks polyadenylation in yeast reporter cells; calls only at 12 µM; actives 0.02% (n = 300,000); S. cerevisiae SKY197-pL101 polyadenylation reporter, beta-gal luminescence; efflux-impaired pdr1/pdr3 knockout yeast; score 100 = 6 SD above DMSO;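 active = lowest replicate activity score at least 50, where 100 means six control SD above control mean; inconclusive = lowest score under 50 but half or more replicates reach 50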;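 note: yeast exposed to compound for 9 h at 30 °C; higher score means more reporter readthrough which indicates perturbed polyadenylation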
HSP90 refold inh – inhibitors of HSP90 luciferase refolding in rabbit reticulocyte lysate | AID 1789 | inhibition, % at 5.6 µM | luciferase refolding luminescence, 3 h | actives 0.91% (n = 290,000);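 active = inhibition above the screen-wide mean plus 3 SD, computed separately per campaign, cut at about 16% in these data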;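 note: 0% = DMSO wells and 100% = 60 µM geldanamycin wells; inhibitors lower the luminescence because luciferase stays unfolded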
GSK3beta inhib – inhibitors of human GSK3beta kinase | P49841 | activity score (negative = inhibition), % at 10 µM | GST-GSK3beta kinase, ADP-Glo luminescence, 60 min; stronger effect = lower value | AID 2097 | actives 0.038% (n = 300,000);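 active = more than half of replicate wells score below -50%, meaning over 50% inhibition versus plate controls; inconclusive = some replicates but at most half score below -50%; inactive = no replicate scores below -50%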;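 note: 0% = median DMSO wells and -100% = median GW8510 positive control wells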
Target sequence (P49841 whole entry, looked up): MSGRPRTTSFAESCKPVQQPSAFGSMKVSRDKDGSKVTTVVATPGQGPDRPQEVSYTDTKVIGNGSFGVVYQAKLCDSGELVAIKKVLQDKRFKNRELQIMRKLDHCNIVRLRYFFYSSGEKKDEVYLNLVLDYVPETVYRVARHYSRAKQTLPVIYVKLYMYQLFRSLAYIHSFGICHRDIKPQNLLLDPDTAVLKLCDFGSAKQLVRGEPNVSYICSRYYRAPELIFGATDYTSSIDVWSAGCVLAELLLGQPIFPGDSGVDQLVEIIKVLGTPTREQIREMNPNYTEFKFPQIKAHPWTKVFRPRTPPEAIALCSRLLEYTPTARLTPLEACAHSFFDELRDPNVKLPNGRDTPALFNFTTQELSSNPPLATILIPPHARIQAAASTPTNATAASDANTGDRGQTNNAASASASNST
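Assay system: GST-tagged human GSK3beta kinase, cell-free; Input: 1.6 ng GSK3beta; Medium: Tris/MgCl2 kinase buffer; Timing: 60 min enzyme reaction, room temperature; Signal: ADP-Glo luminescence quantifying ADP generated by kinase; Evaluation: score relative to plate controls; Benchmarks: DMSO neutral wells and GW8510 at 20 µM as positive.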
GSK3A inh – blocks human GSK-3 alpha kinase; ADP-Glo luminescence, 60 min; inhibition, % at 10 µM; actives 0.1% (n = 320,000); AID 2650;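 in the data active = inhibition above about 50%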;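 note: GST-tagged GSK-3 alpha with peptide substrate and 25 µM ATP; 0% = DMSO neutral wells and 100% = GW8510 positive control wells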
Target sequence (P49840 whole entry, looked up): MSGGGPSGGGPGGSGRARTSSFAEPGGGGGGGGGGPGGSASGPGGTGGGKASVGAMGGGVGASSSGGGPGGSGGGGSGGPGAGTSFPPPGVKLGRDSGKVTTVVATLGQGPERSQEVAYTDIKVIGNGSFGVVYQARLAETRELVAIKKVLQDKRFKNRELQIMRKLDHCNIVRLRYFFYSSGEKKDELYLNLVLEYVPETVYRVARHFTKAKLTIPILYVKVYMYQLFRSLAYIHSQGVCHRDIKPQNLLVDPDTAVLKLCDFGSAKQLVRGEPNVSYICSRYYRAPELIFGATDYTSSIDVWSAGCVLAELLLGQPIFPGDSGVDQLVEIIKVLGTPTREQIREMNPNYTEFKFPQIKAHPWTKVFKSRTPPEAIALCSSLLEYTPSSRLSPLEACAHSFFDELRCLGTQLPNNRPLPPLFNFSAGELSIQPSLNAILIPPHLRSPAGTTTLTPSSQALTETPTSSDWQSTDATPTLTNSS
IEC-6 tox – kills IEC-6 intestinal cells in KLF5 counter-screen. inhibition, % at 5 µM. AID 1825. IEC-6 cytotoxicity, luminescence viability. actives 0.78% (n = 290,000); in the data active = inhibition above about 22%;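 note: 0% = plate median of test compound wells and 100% = cytotoxic reference compound wells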
HSF1 inhib – HSF1 inhibition. NIH3T3-HGL HSE-luciferase, MG132-induced, luminescence 8 h; stronger effect = lower value. actives 0.77% (n = 300,000). AID 2098. activity change, negative = inhibition, % at 7.5 µM (by protocol);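 active = more than half of replicate wells show activity change below -50%, luminescence cut by over half; inconclusive = some wells, but at most half, below -50%; inactive = no replicate well below -50%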;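 note: luciferase reports HSF-1 transcriptional activity via heat shock element; 0% = median of DMSO wells and -100% = zero luminescence signal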
Active calls of the source: *. These rows are one share of the data; rates above refer to the full screens.

COc1ccc(CN2C(=O)CSCC2=O)cc1OC was read as KLF5 inhibitor -49.3, aSyn 5UTR inh 2.1, AI-2 QS modul 2.6, HSF-1 act 1.5, PolyA inhibitor inactive, HSP90 refold inh -5.3, GSK3beta inhib -1.3, GSK3A inh -2.5, IEC-6 tox 4.9 and HSF1 inhib -0.6.
For O=C(Nc1ccc(F)cc1)c1ccc2nsnc2c1 the results were KLF5 inhibitor -57.0, aSyn 5UTR inh -175.2, AI-2 QS modul 2.0, HSF-1 act 2.0, PolyA inhibitor inactive, HSP90 refold inh 5.7, GSK3beta inhib -6.3, GSK3A inh -1.7, IEC-6 tox 2.4 and HSF1 inhib 8.7.
CC(C)NC(=O)NC(=O)CN1c2cccc3cccc(c23)S1(=O)=O was read as KLF5 inhibitor -3.5, aSyn 5UTR inh 26.1, AI-2 QS modul 6.2, HSF-1 act 21.9, PolyA inhibitor inactive, HSP90 refold inh 1.1, GSK3beta inhib 0.2, GSK3A inh -0.8, IEC-6 tox -0.2 and HSF1 inhib 3.9.
Screening Cc1c(C)c2ccc(OC(C)C(=O)NC3CCN(Cc4ccccc4)CC3)cc2oc1=O (stereo unspecified) returned KLF5 inhibitor -6.3, aSyn 5UTR inh 2.6, AI-2 QS modul 14.8, HSF-1 act 10.9, PolyA inhibitor inactive, HSP90 refold inh -4.2, GSK3beta inhib -0.1, GSK3A inh -11.3, IEC-6 tox -4.2 and HSF1 inhib -2.2.
CC(C)(C)N=C1NC(=NC(C)(C)C)c2ccccc21 was read as KLF5 inhibitor -27.2, aSyn 5UTR inh 0.2, AI-2 QS modul 23.5, HSF-1 act 34.8, PolyA inhibitor inactive, HSP90 refold inh 0.6, GSK3beta inhib -0.4, GSK3A inh 1.1, IEC-6 tox -1.8 and HSF1 inhib 7.9.
For COc1ccc(C(=O)CN2CC(C)SC2=Nc2ccc(Cl)cc2)cc1 (stereo unspecified) the results were KLF5 inhibitor -18.7, aSyn 5UTR inh -22.7, AI-2 QS modul 10.6, HSF-1 act 20.0, PolyA inhibitor inactive, HSP90 refold inh 2.3, GSK3beta inhib -2.1, GSK3A inh -2.7, IEC-6 tox 3.4 and HSF1 inhib 1.0.
`O=C(CC(=O)N/N=C/c1ccccc1O)NCc1cccnc1` gave KLF5 inhibitor -15.1, aSyn 5UTR inh 11.7, AI-2 QS modul 14.5, HSF-1 act 9.5, PolyA inhibitor inactive, HSP90 refold inh -2.9, GSK3beta inhib 3.0, GSK3A inh 1.6, IEC-6 tox 0.0 and HSF1 inhib 2.8.
`O=C(NCc1ccc2c(c1)OCO2)C1CCN(S(=O)(=O)N2CCCCC2)CC1` gave KLF5 inhibitor 10.5, aSyn 5UTR inh 23.3, AI-2 QS modul 18.4, HSF-1 act -15.0, PolyA inhibitor inactive, HSP90 refold inh 0.4, GSK3beta inhib 0.1, GSK3A inh -2.8, IEC-6 tox -4.6 and HSF1 inhib -7.0.
O=C(/C=C\Nc1ccc(Br)cc1)c1cccnc1 was read as KLF5 inhibitor -4.5, aSyn 5UTR inh -68.9, AI-2 QS modul -47.0, HSF-1 act 16.0, PolyA inhibitor inactive, HSP90 refold inh -6.2, GSK3beta inhib 1.9, GSK3A inh -2.1, IEC-6 tox -1.0 and HSF1 inhib 8.7.
For O=C(/C=C/c1ccccc1)OCCCN=C1NS(=O)(=O)c2ccccc21 the results were KLF5 inhibitor -25.1, aSyn 5UTR inh -11.0, AI-2 QS modul 42.2, HSF-1 act 1.9, PolyA inhibitor inactive, HSP90 refold inh 1.2, GSK3beta inhib -0.4, GSK3A inh -1.1, IEC-6 tox -6.6 and HSF1 inhib -14.6.
`O=C(O)c1cccc2c1C(=O)N(C1CCCC1)C2` gave KLF5 inhibitor -31.6, aSyn 5UTR inh 5.7, AI-2 QS modul 23.2, HSF-1 act 13.4, PolyA inhibitor inactive, HSP90 refold inh -2.9, GSK3beta inhib 2.3, GSK3A inh -2.0, IEC-6 tox -3.6 and HSF1 inhib -6.0.
Cc1cc(CNC(=O)CCc2nnc(CCCCc3ccccc3)o2)nn1C was read as KLF5 inhibitor -19.1, aSyn 5UTR inh 11.5, AI-2 QS modul 15.6, HSF-1 act -25.8, PolyA inhibitor inactive, HSP90 refold inh 1.4, GSK3beta inhib 2.9, GSK3A inh 1.3, IEC-6 tox 4.0 and HSF1 inhib -2.2.
`C/C(=N\NC(=O)c1c(Cl)c(C)nn1C)c1cccc(NC(=O)COc2ccc(Cl)cc2)c1` gave KLF5 inhibitor -38.7, aSyn 5UTR inh -100.1, AI-2 QS modul 15.3, HSF-1 act 7.3, PolyA inhibitor inactive, HSP90 refold inh -2.8, GSK3beta inhib 3.8, GSK3A inh -1.1, IEC-6 tox -2.4 and HSF1 inhib 0.8.
Screening COc1cc(OC)cc(C(=O)O/N=C(\N)c2ccncc2)c1 returned KLF5 inhibitor -12.2, aSyn 5UTR inh -67.8, AI-2 QS modul 9.4, HSF-1 act 4.5, HSP90 refold inh -0.3, GSK3beta inhib 4.1, GSK3A inh 0.2, IEC-6 tox -0.4 and HSF1 inhib 2.0.
Screening CC(C)OC(=O)CSc1nnc(-c2ccc(Cl)cc2Cl)o1 returned KLF5 inhibitor -10.5, aSyn 5UTR inh 8.6, AI-2 QS modul 20.9, HSF-1 act 75.0*, PolyA inhibitor inactive, HSP90 refold inh 1.1, GSK3beta inhib 0.7, GSK3A inh 2.6, IEC-6 tox 1.8 and HSF1 inhib 48.1.
For Cc1cc2cc(C#N)c(N3CCOCC3)nc2cc1Cl the results were KLF5 inhibitor -19.9, aSyn 5UTR inh -34.9, AI-2 QS modul 13.3, HSF-1 act 21.0, PolyA inhibitor inactive, HSP90 refold inh 2.7, GSK3beta inhib 0.4, GSK3A inh 1.0, IEC-6 tox 5.4 and HSF1 inhib 1.6.
For Cc1cc(C)n(CC(C)NCc2cn[nH]c2-c2ccc(C)c(C)c2)n1 (stereo unspecified) the results were KLF5 inhibitor 16.3, aSyn 5UTR inh -25.8, AI-2 QS modul 27.7, HSF-1 act 4.3, PolyA inhibitor inactive, HSP90 refold inh 1.1, GSK3beta inhib 3.3, GSK3A inh -2.3, IEC-6 tox 5.4 and HSF1 inhib -0.9.
Screening OC(COc1ccc(Cl)c2ccccc12)CN1CCN(c2ccccn2)CC1 (stereo unspecified) returned KLF5 inhibitor -3.3, aSyn 5UTR inh 3.8, AI-2 QS modul 76.8, HSF-1 act -15.2, PolyA inhibitor inactive, HSP90 refold inh -2.4, GSK3beta inhib -2.2, GSK3A inh 0.0, IEC-6 tox 4.3 and HSF1 inhib -0.3.
For CCn1nnnc1NCc1c(OC)ccc2ccccc12 the results were KLF5 inhibitor -12.8, aSyn 5UTR inh 6.3, AI-2 QS modul 15.8, HSF-1 act -1.4, PolyA inhibitor inactive, HSP90 refold inh -1.9, GSK3beta inhib 0.6, GSK3A inh -1.6, IEC-6 tox -2.9 and HSF1 inhib -1.7.
Screening CCCNC(=O)CS(=O)(=O)Cc1nc(-c2cccc(OC)c2)oc1C returned KLF5 inhibitor -37.0, aSyn 5UTR inh -13.6, AI-2 QS modul 18.8, HSF-1 act 11.7, PolyA inhibitor inactive, HSP90 refold inh -0.6, GSK3beta inhib -3.1, GSK3A inh -0.4, IEC-6 tox -6.8 and HSF1 inhib -4.6.
`O=C(Nc1ccccc1)Nc1cccc2nsnc12` gave KLF5 inhibitor -62.3, aSyn 5UTR inh -272.2, AI-2 QS modul 10.4, HSF-1 act inconclusive, PolyA inhibitor inactive, HSP90 refold inh -6.0, GSK3beta inhib 0.1, GSK3A inh 1.0, IEC-6 tox 2.3 and HSF1 inhib 11.1.
For Cc1cc(=O)n(-c2ccc(O)cc2)[nH]1 the results were KLF5 inhibitor 13.2, aSyn 5UTR inh 15.5, AI-2 QS modul -5.9, HSF-1 act 15.8, PolyA inhibitor inactive, HSP90 refold inh 18.4*, GSK3beta inhib 4.8, GSK3A inh 1.8, IEC-6 tox 4.2 and HSF1 inhib 6.8.
`O=C(Cc1ncc(C(F)(F)F)cc1Cl)NC1CC1` gave KLF5 inhibitor 7.3, aSyn 5UTR inh -4.7, HSF-1 act 0.6, PolyA inhibitor inactive, HSP90 refold inh 0.4, GSK3A inh -3.2, IEC-6 tox -5.0 and HSF1 inhib -1.4.

An excerpt from above in order of molecular weight, low to high.
For Cc1cc(=O)n(-c2ccc(O)cc2)[nH]1 the results were KLF5 inhibitor 13.2, aSyn 5UTR inh 15.5, AI-2 QS modul -5.9, HSF-1 act 15.8, PolyA inhibitor inactive, HSP90 refold inh 18.4*, GSK3beta inhib 4.8, GSK3A inh 1.8, IEC-6 tox 4.2 and HSF1 inhib 6.8.
`O=C(Nc1ccccc1)Nc1cccc2nsnc12` gave KLF5 inhibitor -62.3, aSyn 5UTR inh -272.2, AI-2 QS modul 10.4, HSF-1 act inconclusive, PolyA inhibitor inactive, HSP90 refold inh -6.0, GSK3beta inhib 0.1, GSK3A inh 1.0, IEC-6 tox 2.3 and HSF1 inhib 11.1.
`C/C(=N\NC(=O)c1c(Cl)c(C)nn1C)c1cccc(NC(=O)COc2ccc(Cl)cc2)c1` gave KLF5 inhibitor -38.7, aSyn 5UTR inh -100.1, AI-2 QS modul 15.3, HSF-1 act 7.3, PolyA inhibitor inactive, HSP90 refold inh -2.8, GSK3beta inhib 3.8, GSK3A inh -1.1, IEC-6 tox -2.4 and HSF1 inhib 0.8.

From PubChem BioAssay
